Compound activity as filed in PubChem BioAssay.
Mtb RmlCD inh = M. tuberculosis RmlC/RmlD coupled enzyme inhibitors, primary screen, biochemical, compound mixtures, 384-well, from 1536-well plates; dTDP-4-dehydrorhamnose reductase (Mycobacterium tuberculosis (strain ATCC 25618 / H37Rv)) …; RmlC+RmlD coupled enzyme assay, percent inhibition; primary screen in compound mixtures; inhibition, % at 3.6 µM; 160,000 compounds, 0.03% hits; in the data active means inhibition mostly above about 34%, no sharp cut-off; inconclusive means no clear call, values can overlap the other calls; inactive means mostly below about 22%; further: some results filed as inactive read as strong as hits
Target sequence (P9WH09 whole entry, looked up): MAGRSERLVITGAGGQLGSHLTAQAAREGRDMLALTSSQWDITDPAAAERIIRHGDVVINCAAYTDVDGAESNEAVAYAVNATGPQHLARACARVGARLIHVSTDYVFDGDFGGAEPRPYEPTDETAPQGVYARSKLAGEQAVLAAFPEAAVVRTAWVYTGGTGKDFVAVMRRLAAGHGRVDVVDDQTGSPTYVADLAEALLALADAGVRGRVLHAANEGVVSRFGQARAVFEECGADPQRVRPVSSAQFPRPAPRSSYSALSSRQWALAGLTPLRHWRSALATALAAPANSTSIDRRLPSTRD
Target sequence (P9WH11 whole entry, looked up): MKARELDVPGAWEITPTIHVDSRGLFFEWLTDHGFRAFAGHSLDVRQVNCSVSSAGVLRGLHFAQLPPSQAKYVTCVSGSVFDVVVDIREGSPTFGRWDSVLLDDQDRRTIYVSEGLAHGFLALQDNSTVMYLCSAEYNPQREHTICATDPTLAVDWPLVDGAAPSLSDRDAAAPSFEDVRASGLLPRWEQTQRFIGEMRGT
M. tuberculosis GlmU = inhibition of mycobacterial GlmU enzyme – biochemical, glucosamine-1-phosphate acetyltransferase (AID 1376) | Bifunctional protein GlmU (Mycobacterium tuberculosis (strain ATCC 25618 / H37Rv)) | M. tuberculosis GlmU acetyltransferase enzyme assay; higher % means a stronger effect | inhibition, %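 (tested at 30 µM in the primary screen)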, or IC50 in µM where a hit was titrated | 220,000 compounds, 0.25% hits; in the data active means inhibition above about 13%; inconclusive means no clear call, values can overlap the other calls;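 further: 0% = complete reaction with vehicle and 100% = reaction without substrate; strong numbers were not always called active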
Active calls of the source: *; ? = inconclusive; · = not tested or not shown. Some of the compounds tested; rates above refer to the full screens.

SMILES	Mtb RmlCD inh	M. tuberculosis GlmU
C/C(=C\c1ccccc1)CN1CCN(c2ccccc2F)CC1	9.9	1.3%
Cc1ccc(NC(=O)CN(C)CC(=O)Nc2ccc(N3CCOCC3)cc2)c([N+](=O)[O-])c1	4.7	8.5%
Brc1ccc(CSc2ccc3nnc(-c4ccccn4)n3n2)cc1	-6.9	-0.7%
CN1CCN(NC(=O)CN2C(=O)/C(=C/c3ccccc3F)SC2=S)CC1	5.2	-5.1%
Cc1nc2nc(CCc3ccccc3)nn2c(C)c1Cl	·	7.1%
CCC1CCc2c(sc(NC(=O)CSc3nc(-c4ccco4)cc(C(F)(F)F)n3)c2C#N)C1 (stereo not drawn)	5.7	2.4%
O=[N+]([O-])c1ccc(NCc2ccccn2)nc1	-11.2	-3.1%
OCC1CCCN(c2nc(CN3CCCCC3)nc3scc(-c4ccccc4)c23)C1 (stereo not drawn)	5.5	-3.1%
Cc1ccc(S(=O)(=O)Nc2cccc3c2CCCC3)cc1	-16.0	0.2%
CN1C(=O)/C(=C/c2cccn2-c2ccc3ccccc3c2)C(=O)NC1=S	6.3	3.6%
CCOC(=O)/C(=N/Nc1ccccc1)Sc1nnnn1-c1ccc(C)cc1	-10.8	-0.2%
CCOC(=O)C(C)c1c(C)[nH]c(=S)[nH]c1=O (stereo not drawn)	11.1	·
O=C(COC(=O)/C=C/c1ccccc1)Nc1cc(C(F)(F)F)ccc1N1CCOCC1	5.7	0.3%
Cc1ccc(-n2nc3c(c2NC(=O)c2ccc(Br)o2)CSC3)c(C)c1	28.7	-0.5%
COC(=O)CSc1nnc(-c2ccccn2)n1Cc1ccco1	·	3.1%
O=C(CN(c1ccc2c(c1)OCCO2)S(=O)(=O)c1ccccc1)NCc1ccco1	·	1.5%
O=C(Nc1ccc(-c2nc3ccccc3s2)cc1)C1=COCCO1	3.8	6.3%
COc1cc(Cl)c(C)cc1NC(=O)CNC(=O)Cn1cnc2ccccc2c1=O	6.7	-4.3%
Cc1cc(C)c2cc(CN(Cc3ccc4c(c3)OCO4)Cc3nnnn3Cc3ccco3)c(=O)[nH]c2c1	·	-5.2%
CC1Cc2cc(/C(O)=C3\C(=O)C(=O)N(CCN4CCOCC4)C3c3ccccc3F)ccc2O1 (stereo not drawn)	·	-3.9%
O=C(COC(=O)[C@@H]1CC(O)CN1S(=O)(=O)c1ccccc1[N+](=O)[O-])c1ccccc1 (stereo partly drawn)	-0.4	0.3%
CC(=O)CSc1nnc(Cc2ccc3c(c2)OCO3)o1	·	-1.3%
N/C(=N\OC(=O)C(c1ccccc1)c1ccccc1)c1ccncc1	2.6	0.1%
O=C(COc1ccc(Br)cc1)N1CCc2ccccc2C1	4.8	-1.2%
COC(=O)c1sc(-c2cccs2)cc1N	-10.0	1.8%
COc1ccc(Cl)cc1NC(=O)c1cc(-c2ccc(C)cc2O)n[nH]1	10.5	-2.0%
COc1ccc(C(=O)C[n+]2ccc3c(c2)nc(-c2ccc(OC)cc2OC)n3C)cc1	·	0.5%
Cn1c(SCc2ccccc2)nc(C(F)(F)F)cc1=O	·	-4.2%
Cc1cc(C(=O)N[C@H](c2ccccc2)[C@@]2(C)C[C@@H]2[C@@H](C)C(=O)Nc2ccc3ccccc3c2)n(C)n1	·	-1.3%
O=C(CSc1ccc(Cl)cc1)Nc1ccccc1N1CCN(C(=O)c2ccc(Cl)cc2)CC1	0.4	-1.3%
CCOC(=O)c1c(-c2ccccc2)oc2ccc(OCC)cc12	·	2.2%
CCC(C)C(=O)Nc1ccc([N+](=O)[O-])cc1OC (stereo not drawn)	-9.6	-5.7%
Fc1ccc(-c2nnc3n2CCCCC3)cc1	1.0	-1.3%
COc1ccc(N(CC(=O)Nc2cc(C)on2)S(=O)(=O)c2cc(C)ccc2C)cc1	10.9	1.2%
COc1ccc(/C=C/C(=O)Oc2cc(O)cc(O)c2)cc1	5.1	3.0%
CC(=O)Nc1ccc(NC(=O)C(C)OC(=O)CNC(=O)c2sc3ccccc3c2Cl)cc1 (stereo not drawn)	-5.0	1.5%
COc1ccc(CC2(CO)CCN(Cc3ccc(OC(F)(F)F)cc3)CC2)cc1	1.7	-0.5%
COc1ccc(-c2c(NC(=O)c3ccco3)n(C)c3ccccc3c2=O)cc1	-13.6	0.1%
O=S(=O)(c1ccc2oc3ccc(S(=O)(=O)N4CCCCC4)cc3c2c1)N1CCCCC1	-0.7	-2.6%
O=C(NCc1cccc(Br)c1)C1CC(c2ccccc2[N+](=O)[O-])=NO1 (stereo not drawn)	·	-4.4%
COc1ccc2cc(CN(Cc3cccnc3)Cc3nnnn3Cc3ccccc3)c(=O)[nH]c2c1	·	2.6%
OCc1cnc(SCc2ccccc2)n1Cc1ccccc1	-13.8	-1.0%
CC(=O)Nc1cccc(Oc2ccc3c(c2)C(=O)N(CCC(=O)O)C3=O)c1	·	-1.1%
CCOc1ccc(N(CC(N)=O)S(=O)(=O)c2ccc(F)cc2)cc1	-57.1	-1.2%
CCC(=O)N=C1SC2CS(=O)(=O)CC2N1c1cccc(OC)c1 (stereo not drawn)	104.7	3.4%
CC(C)OP(=O)(OC(C)C)C(NCc1ccccc1)c1ccccc1 (stereo not drawn)	-8.0	-1.4%
O=C(NNC(=O)C1CC2CCC1C2)c1sc2ccccc2c1Cl (stereo not drawn)	8.6	0.6%
CC/C(=N\NC(=O)C1CC1)c1cccc(Cl)c1	-15.2	7.0%
O=C(CN1CCCC1)N1c2ccccc2Sc2ccc(C(F)(F)F)cc21	·	-3.0%
O=C(Cn1nnc2ccccc21)Nc1ccccc1[N+](=O)[O-]	5.4	7.9%
Cc1ccccc1-n1nc(CSc2nc3ccccc3[nH]2)c(-c2ccccc2)c1N	12.9	-6.2%
Cn1c(CNc2ccc(Cl)cc2)nnc1SCCN1CCCCC1	·	-0.9%
Cc1ccc(N(C(C)C(=O)Nc2ccccc2C(=O)N2CCOCC2)S(C)(=O)=O)cc1C (stereo not drawn)	1.4	4.8%
CCC(=O)Nc1nc(C)c(C(=O)NC2CCCCC2)s1	·	1.5%
CN(C)c1ccc(/C=N/NC(=O)COc2ccccc2)cc1	-11.9	0.0%
CCOC(=O)N1CCC(NC(=O)CSc2cc(=O)n(C)c3ccccc23)CC1	-4.7	8.7%
CC1(c2ccc(Cl)cc2)NC(=O)N(CC(=O)NC(=O)NCc2ccco2)C1=O (stereo not drawn)	-5.8	-0.5%
Cc1cc(C)n(CC(C)NCc2c(C(=O)N3CCOCC3)nc3c(C)cccn23)n1 (stereo not drawn)	·	-4.4%
COc1ccc(CCNC(=O)c2nnn(CC(=O)Nc3ccccc3C)c2N)cc1OC	0.6	-4.7%
O=c1cc(-c2ccc(Cl)cc2)[nH]c2ccccc12	5.5	-2.8%

The closing two entries of the section before lead into the next.
SMILES	Mtb RmlCD inh	M. tuberculosis GlmU
COc1ccc(CCNC(=O)c2nnn(CC(=O)Nc3ccccc3C)c2N)cc1OC	0.6	-4.7%
O=c1cc(-c2ccc(Cl)cc2)[nH]c2ccccc12	5.5	-2.8%
Cc1cccc(Oc2nc(-c3ccccn3)nc3ccccc23)c1	17.4	-4.4%
CN(C)/C=N/NC(=O)c1ccccc1	-11.0	1.4%
COc1ccc(CNC(=O)OCCN2CCN(Cc3ccccc3)CCC2=O)cc1	·	4.7%
CCn1c(NC(=O)c2ccccc2)c(-c2cccs2)c(=O)c2ccccc21	·	2.0%
O=c1c2ccccc2nc(-c2ccccc2)n1/N=C/c1ccc([N+](=O)[O-])cc1	17.7	0.1%
Cc1ccc(NC(=O)CSc2nnc(-c3ccc(S(=O)(=O)N4CCOCC4)cc3)n2C)cc1	2.5	1.0%
CC(C)(C)c1ccc(C2(C)NC(=O)N(CC(=O)Nc3ccc4c(c3)OCO4)C2=O)cc1 (stereo not drawn)	·	6.2%
CCCC(C)NC(=O)c1ccccc1SC (stereo not drawn)	7.1	0.9%
COc1cc(CNC2CCCCCCC2)cc(Br)c1OCC#N	-4.2	1.4%
O=c1[nH]c(CN2CCN(C/C=C/c3ccccc3)CC2)nc2cc(Cl)ccc12	-7.9	0.9%
COc1ccc(CCn2ccc(O)c(Cc3ccc(Cl)cc3Cl)c2=O)cc1OC	-4.2	3.1%
O=S(=O)(c1ccccc1)n1nc(-c2ccccc2)nc1NCc1ccco1	·	5.3%

Structural class: the compounds so far with a nitro group on carbon.
SMILES	Mtb RmlCD inh	M. tuberculosis GlmU
Cc1ccc(NC(=O)CN(C)CC(=O)Nc2ccc(N3CCOCC3)cc2)c([N+](=O)[O-])c1	4.7	8.5%
O=[N+]([O-])c1ccc(NCc2ccccn2)nc1	-11.2	-3.1%
O=C(COC(=O)[C@@H]1CC(O)CN1S(=O)(=O)c1ccccc1[N+](=O)[O-])c1ccccc1 (stereo partly drawn)	-0.4	0.3%
CCC(C)C(=O)Nc1ccc([N+](=O)[O-])cc1OC (stereo not drawn)	-9.6	-5.7%
O=C(NCc1cccc(Br)c1)C1CC(c2ccccc2[N+](=O)[O-])=NO1 (stereo not drawn)	·	-4.4%
O=C(Cn1nnc2ccccc21)Nc1ccccc1[N+](=O)[O-]	5.4	7.9%
O=c1c2ccccc2nc(-c2ccccc2)n1/N=C/c1ccc([N+](=O)[O-])cc1	17.7	0.1%

Further entries
SMILES	Mtb RmlCD inh	M. tuberculosis GlmU
NC(=O)NC(=O)COC(=O)/C=C/c1cccs1	-4.9	-0.8%
NC(=S)N/N=C1\CC(c2ccc3c(c2)OCCCO3)Oc2ccc(F)cc21 (stereo not drawn)	-17.0	-3.2%
CN(C)CCNc1nc2sc3c(c2c(=O)n1-c1ccccc1)CCCCC3	?	4.9%
Cc1c(Br)c([N+](=O)[O-])nn1C(C)C(=O)Nc1c(C)n(C)n(-c2ccccc2)c1=O (stereo not drawn)	·	-3.9%
O=C(Cc1cccs1)NCc1cccnc1	-6.4	5.5%
O=C(OCCNC(=O)c1cc2ccccc2oc1=O)c1cccnc1	39.7	-5.3%
Cn1c(=O)c2c(ncn2CC(COCc2ccccc2)OCc2ccccc2)n(C)c1=O (stereo not drawn)	-6.0	·
COc1ccc(NC(=O)COC(=O)[C@@H]2CCCN2C(=O)c2cccs2)c(OC)c1	·	-0.2%
O=C(Cn1cncn1)N1CCN(c2ccc(F)cc2)CC1	5.7	1.1%
Cc1ccc(S(=O)(=O)N2CCC(C(=O)N[C@@H](C)C(=O)NCC3CCCO3)CC2)cc1 (stereo partly drawn)	1.9	5.8%
COc1ccc(-c2nn(-c3ccccc3)cc2CN2CCCO2)c(F)c1	·	-4.8%
COc1ccc(-c2noc(CCN3C(=O)c4ccccc4C3=O)n2)cc1OC	15.2	1.8%
CC(=O)Nc1ccc(OCC(=O)c2cc(C)ccc2C)cc1	8.9	1.4%
CCN(CC)c1ccc(N=Cc2c(O)n(-c3cc(OC)ccc3OC)c(=O)[nH]c2=O)cc1	9.1	-2.6%
N#Cc1ccccc1NC(=O)CSC1=Nc2ccccc2C2CC=NN12 (stereo not drawn)	2.6	-2.5%
COc1ccc(C(=O)Nc2ccc(Cl)cc2C(=O)NCCO)cc1	·	3.1%
Cc1ccc(NC(=S)/N=C(\N)Nc2nc(C)c3cc(C)ccc3n2)c(C)c1	·	3.2%
N=C1C(c2ccccc2)=C(O)CN1c1ccccc1	-0.1	-5.4%
CCOC(=O)Cc1csc(NS(=O)(=O)c2ccc(Br)cc2)n1	6.9	4.3%
Cc1ccc2c(c1)c(=O)c1c3n2CCN(CC2CO2)C3CC1 (stereo not drawn)	·	8.6%
CC(=O)Nc1cccc(CNCc2cccc(NC(C)=O)c2)c1	-8.3	-2.4%
Cc1cc(OCC(=O)N(Cc2ccco2)C2CCS(=O)(=O)C2)ccc1Cl (stereo not drawn)	-12.4	0.1%
CCCNC(=S)Nc1ccc(Cl)cc1Cl	·	1.5%
COc1cc(SC)ccc1C(=O)Nc1c(C)cccc1C	-18.8	-3.3%
Cc1nn(C)cc1NC(=O)c1cc2nc(-c3ccco3)cc(C(F)(F)F)n2n1	10.7	0.5%
CCc1ccccc1N1CC23C=CC(O2)C(C(=O)OC)C3C1=O (stereo not drawn)	6.3	0.1%
COc1ccccc1CN1CCNC(=O)C1CC(=O)NCCC1=CCCCC1 (stereo not drawn)	1.4	2.2%
C[C@@H](C(=O)OCC(=O)Nc1cc(S(=O)(=O)N2CCOCC2)ccc1Cl)N1C(=O)C2CCCCC2C1=O (stereo partly drawn)	-18.1	-0.3%
OCc1ccc(O)c2ncccc12	·	-5.1%
COCCCNC(=O)CC(NS(=O)(=O)c1ccc(F)cc1)c1ccc(OC)cc1 (stereo not drawn)	-7.9	-2.3%
C=CCN1CN(CCc2ccccc2)CNC1=S	5.5	0.7%
CN(CCc1cnn(C)c1)Cc1cn(C)nc1-c1ccc2c(c1)OCCO2	-13.2	-5.1%
C[C@H]1CC[C@@]2(O[C@H](CCO)C[C@@H](O)[C@@H]2O)O1	·	0.7%
Cc1ccc(S(=O)(=O)Nc2ccccc2/C=N/c2nc3ccccc3n2C(C)C)cc1	·	-1.5%
COC(C/C=C/[C@@H](O)COCc1ccccc1)OC	·	-1.6%
Cc1ccc(Cn2c(=N)c(C(=O)NCc3ccco3)cc3c(=O)n4ccccc4nc32)cc1	-3.5	·
Cc1ccccc1NC(=O)CSc1nc(O)cc(=O)n1C	6.7	1.1%
CCCCCc1ccc(S(=O)(=O)NCCc2ccncc2)cc1	-11.6	0.3%
COc1ccc(-c2cn(-c3ccc(SC(F)F)cc3)c3[n+]2CCC3)cc1OC	·	-1.9%
COc1ccccc1-c1cc(C(F)(F)F)n2ncc(S(=O)(=O)c3ccccc3)c2n1	·	0.0%
CCCCn1c(SCC(=O)NCc2ccccc2)nc2ccc(N3CCOCC3)cc2c1=O	·	14.2%*
COCC1CCCN(Cc2nc(Cc3ccccc3)no2)C1 (stereo not drawn)	7.7	-4.1%
